NR3A LBD binder – NR3A (human) ligand-binding domain modulation | NR3A LBD differential scanning fluorimetry, Tm shift; 0% = protein alone, 100% = glycine-bound protein | Tm shift relative to glycine control, % at 25 µM | hit rate 2.5% among 340,000 | AID 1259313;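 active = melting temperature shift of at least 10% of the positive control shift, at one fixed dose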
SENP6 block – SENP6 protease inhibition. Q9GZR1. Recombinant SENP6 catalytic domain, aminoluciferin luminescence. inhibition, % at 10 µM. hit rate 1.8% among 330,000. AID 2599;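 active = inhibition above about 50% at the single tested dose, limit read from the data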;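 note: plate controls were DMSO wells with enzyme for no effect and DMSO wells lacking enzyme for full effect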
Target sequence (Q9GZR1 628-1112 limits assumed): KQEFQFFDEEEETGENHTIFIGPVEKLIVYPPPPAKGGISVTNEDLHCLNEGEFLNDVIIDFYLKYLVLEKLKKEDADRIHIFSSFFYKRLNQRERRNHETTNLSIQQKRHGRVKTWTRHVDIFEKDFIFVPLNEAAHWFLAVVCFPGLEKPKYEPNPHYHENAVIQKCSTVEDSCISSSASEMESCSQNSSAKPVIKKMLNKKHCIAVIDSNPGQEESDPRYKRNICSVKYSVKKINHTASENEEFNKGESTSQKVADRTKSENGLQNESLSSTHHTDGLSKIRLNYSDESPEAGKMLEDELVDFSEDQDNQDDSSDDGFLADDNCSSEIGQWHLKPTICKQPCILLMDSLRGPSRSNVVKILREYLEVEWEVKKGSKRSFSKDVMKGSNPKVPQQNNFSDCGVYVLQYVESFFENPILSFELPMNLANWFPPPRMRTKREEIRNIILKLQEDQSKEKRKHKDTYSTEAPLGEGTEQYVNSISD
SENP1 inh – blocks the human SENP1 SUMO protease catalytic domain. Q9P0U3. recombinant SENP1 catalytic domain, CyPet-SUMO1-YPet FRET cleavage. inhibition, % at 10 µM. hit rate 0.21% among 360,000;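 active = inhibition at least 30% at 10 µM, raw YFP signal under a set limit, fluorescence ratio 0.5 to 1.5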;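 note: 0% = enzyme with DMSO and 100% = no enzyme wells; some results filed as inactive read as strong as hits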
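Test system: recombinant human SENP1 catalytic domain, His6-tagged / Medium: pH 8 Tris buffer with EDTA, NaCl, BME, BSA, NP40, catalase / Also added: SUMO1 FRET substrate flanked by Cypet and Ypet, 25 nM / Times: 50 min reaction at room temperature / Signal: FRET, CFP and YFP emission / Control set: no-enzyme low control and enzyme-plus-DMSO high control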
PfGluPho inh – PfG6PD (Plasmodium falciparum) enzyme inhibition; PfGluPho enzyme, NADPH resazurin-diaphorase fluorescence; inhibition, % at 20 µM; hit rate 0.78% among 350,000; AID 504690;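 active = inhibition reaching at least a set limit at 20 µM in the primary screen, cut at about 59% in these data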;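 note: 0% = DMSO wells with substrate and 100% = DMSO wells lacking glucose-6-phosphate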
SENP8 inh – SENP8 (human) protease inhibition. Q96LD8. recombinant SENP8, Nedd8 substrate fluorescence. inhibition, % at 20 µM. hit rate 0.64% among 360,000. AID 602440; in the data active = inhibition mostly above about 40%, no sharp cut-off; inactive = mostly below about 27%
Target sequence (Q96LD8 whole entry, looked up): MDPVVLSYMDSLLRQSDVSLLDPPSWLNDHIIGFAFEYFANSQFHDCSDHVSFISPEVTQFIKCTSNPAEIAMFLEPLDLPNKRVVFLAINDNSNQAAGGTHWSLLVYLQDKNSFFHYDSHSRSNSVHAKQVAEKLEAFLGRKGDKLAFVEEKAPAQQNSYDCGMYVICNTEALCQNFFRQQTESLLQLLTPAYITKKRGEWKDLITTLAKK
MPTP inh – inhibitors of mitochondrial permeability transition pore. isolated mouse mitochondria, Ca2+ swelling absorbance, 30 min. inhibition, % at 10 µM. hit rate 1.4% among 360,000;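 active = inhibition of 50% or more, scaled per plate between neutral and stimulator controls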;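 note: 0% = DMSO wells given calcium and 100% = 1 mM EGTA wells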
hIAP act – increases human intestinal alkaline phosphatase activity. purified human IAP, CDP-Star luminescence, 30 min; stronger effect = higher value; 1 = vehicle-only enzyme, 0 = enzyme-free background. activation factor at 10 µM. hit rate 0.16% among 330,000. AID 2524;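 active = activation factor of the enzyme at least 2-fold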; note: the source names both 10 and 20 µM as test concentration; values of inactives mirror those of a sister screen read the other way
ATG4B inh – ATG4B (human) cysteine protease inhibition; Q9Y4P1; ATG4B cleavage of LC3-PLA2, NBD-HPC fluorescence, 1 h; inhibition, % at 8.33 µM; hit rate 0.51% among 340,000; in the data active = inhibition above about 40%
Target sequence (Q9Y4P1 whole entry, looked up): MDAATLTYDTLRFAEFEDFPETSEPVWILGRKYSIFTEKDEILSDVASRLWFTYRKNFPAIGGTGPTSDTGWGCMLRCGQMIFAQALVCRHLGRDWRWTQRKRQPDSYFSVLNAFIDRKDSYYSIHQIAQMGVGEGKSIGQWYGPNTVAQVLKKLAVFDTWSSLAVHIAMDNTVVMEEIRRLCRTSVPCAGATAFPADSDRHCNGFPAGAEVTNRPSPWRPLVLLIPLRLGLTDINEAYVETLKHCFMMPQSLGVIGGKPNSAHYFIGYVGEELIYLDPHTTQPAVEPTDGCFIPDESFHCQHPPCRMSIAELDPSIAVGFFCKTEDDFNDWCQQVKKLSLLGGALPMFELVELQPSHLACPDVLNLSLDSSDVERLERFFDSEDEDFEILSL
An asterisk follows results filed as active; i = inactive; / = no result given. Hits appear at their usual frequency, and some 6.7% of all compounds hit somewhere here.

SMILES	NR3A LBD binder	SENP6 block	SENP1 inh	PfGluPho inh	SENP8 inh	MPTP inh	hIAP act	ATG4B inh
O=C(NOCc1cscn1)Nc1ccccc1	4.2	/	0.0	-25.4	10.5	-0.4	/	0.4
Cc1c(C(=O)O)cnc2c([N+](=O)[O-])cnn12	-0.6	16.2	2.8	-15.5	15.7	-0.2	0.971	1.4
CCc1nc2ccc(C(=O)N(C)CC(=O)Nc3ccccc3C(F)(F)F)cc2nc1CC	-1.0	-10.6	-0.7	5.1	-8.0	0.9	0.951	0.7
CCCCn1c(N)c(N(CCOC)C(=O)c2ccc(Br)o2)c(=O)[nH]c1=O	1.5	0.1	-8.8	-1.0	-8.8	-1.3	0.974	-1.1
CCCCOc1nc2ccccc2nc1C(C#N)S(=O)(=O)c1ccccc1 (stereo not given)	6.9	-3.1	-32.2	-8.5	-30.3	51.2*	1.09	0.2
CCOCCCNc1nc(C)nc2c1nnn2Cc1c(F)cccc1Cl	-4.0	-11.4	1.2	-1.9	13.7	-0.5	0.875	2.7
O=C(NNc1cc(C(F)(F)F)ccc1Cl)c1ccc(=O)[nH]c1	1.6	-15.2	-0.5	39.9	14.7	0.0	0.947	-9.6
C[C@@H]1CCC2[C@](C)(CO)[C@@H](O)CC[C@]2(C)[C@@]12CC[C@@](CO)(CC(=O)O)O2 (stereo not given in full)	1.2	7.1	2.7	-6.7	13.6	-0.4	1.07	-4.5
C[C@H](CO)N1C[C@H](C)[C@H](CN(C)S(=O)(=O)c2cccc(F)c2)Oc2cc(Br)ccc2S1(=O)=O	/	/	0.3	-1.8	4.1	-1.7	/	/
Cc1cc(NC(=O)CSc2cn(CCNC(=O)c3ccc(Cl)cc3)c3ccccc23)no1	-8.0	7.8	2.9	21.3	20.1	-1.6	0.981	-11.1
CCOC(=O)c1oc2cc(OC(C)=O)ccc2c(=O)c1-c1ccc(OC)c(OC)c1	1.5	-3.5	1.6	-2.0	16.9	1.9	0.938	-11.3
O=C1C(C=Nc2ccccc2)=C(O)c2ccccc21	-0.8	97.9*	-1.2	4.9	31.9	6.7	0.999	-13.0
O=C(CCCN1C(=O)/C(=C/c2cccs2)SC1=S)Nc1cc([N+](=O)[O-])ccc1O	2.5	-3.0	-0.3	-7.5	21.7	23.1	0.776	7.3
CCCNC(=O)c1onc(CSc2ccc(F)cc2)c1C(=O)NCCC	-0.4	7.2	2.2	14.8	-1.3	-0.7	0.907	-7.0
CN(Cc1nccn1C)C(=O)c1cc(COc2ccc3ncccc3c2)on1	0.1	14.5	-0.1	4.4	2.5	69.5*	1.08	5.6
CC(=O)c1c(C)[nH]c(C(=O)COC(=O)c2nccnc2N)c1C	2.5	-16.0	-2.0	10.8	i	-2.5	1.08	-6.9
Cc1ccc(-n2[nH]c(C)c(/C=N/Nc3ccc([N+](=O)[O-])cc3[N+](=O)[O-])c2=O)cc1	22.2*	-9.7	3.3	-14.3	79.6*	112.0*	0.759	14.4
Cc1cc(C)cc(OCC(=O)NCCc2nc3ccccc3[nH]2)c1	-0.3	-5.7	1.8	6.4	8.6	-0.9	0.9	-9.4
O=C(NN1CCOCC1)c1cc(Cl)ccc1Cl	0.1	5.2	1.0	-6.7	3.2	1.3	0.856	-0.2
CC1=C(CO)C(=O)OC([C@@H](C)C2CC[C@H]3C4C[C@H]5O[C@]56[C@@H](O)C=CC(=O)[C@]6(C)C4CC[C@]23C)C1 (stereo not given in full)	0.8	/	-3.1	31.7	12.6	-2.2	/	-33.3
Cc1c(Cc2ccccc2)sc(NC(=O)c2ccco2)c1C(N)=O	-15.1	-11.8	-1.1	-1.2	-191.3	-0.8	1.05	-4.5
COc1cc2ccccc2cc1C(=O)Nc1ccc(N2CCN(C(=O)C(C)C)CC2)cc1	-9.9	-16.9	-1.0	16.2	-3.7	-1.3	1.1	-13.4
COc1ccc2[nH]c3c(c2c1)CCn1c-3nc2ccccc2c1=O	-2.9	26.2	-19.6	9.9	i	-1.4	0.892	-4.1
COc1ccc(/C=N/n2c(SC)nnc(C(C)(C)C)c2=O)c(OC)c1	7.2	-8.9	1.5	4.8	14.9	1.1	1.03	-0.3
COCCCNC(=S)Nc1cccc2ncccc12	-0.3	4.0	-1.8	21.4	0.9	1.8	1.06	7.1
COC(=O)c1ccc(OCC(=O)Nc2ccsc2C(=O)OC)cc1	1.1	-0.8	2.7	7.6	5.7	0.0	0.87	-2.8
COc1ccc(CCN=C(N)NS(=O)(=O)c2cc(F)ccc2F)cc1	3.8	0.0	-2.3	8.2	1.4	1.0	0.905	-10.6
COCCCNC(=O)CCc1nnc(Cc2ccc(-c3ccccc3)cc2)o1	-1.0	-15.5	1.8	11.9	-1.6	2.2	1.03	1.0
O=C(c1nc2ccccn2c1CNCCn1ccc2ccccc21)N1CCOCC1	-1.9	-2.0	-0.2	-11.2	5.9	0.8	1.01	6.5
Cc1ccc2nc3n(c(=O)c2c1)-c1cc2ccccc2cc1C(=O)NC3Cc1ccccc1 (stereo not given)	/	/	-2.2	-6.1	-5.5	-0.1	/	/
COc1ccc(NC(=O)CN(C)CC(=O)Nc2ccc(Cl)cc2[N+](=O)[O-])cc1	1.6	6.2	0.3	-13.3	5.9	0.7	1.32	-6.1
COc1ccc(Cc2nnc(N/N=C/c3ccc(O)cc3O)[nH]c2=O)cc1OC	-2.2	-13.4	-0.9	-22.8	12.6	1.1	1.81	-10.6
Cc1c2cccn2cc[n+]1C	-0.1	-7.4	-7.8	1.6	i	-1.5	1.14	-5.0
O=C(OC(C(=O)NC1CCCC1)c1ccncc1)C1=Cc2ccccc2OC1 (stereo not given)	-0.6	-12.1	1.9	-6.2	-55.4	-0.2	0.886	-3.0
COC(=O)[C@H](CCSC)NC(=O)NCCc1ccc(F)cc1	-0.8	-16.3	1.8	-17.4	2.4	1.6	1.09	6.5
Cc1ccc(NC(=O)CN2C(=O)C(=O)N(C3CCCC3)C2=O)cc1Cl	4.7	3.9	1.0	-6.1	7.2	-0.4	1.28	-7.0
O=C(N/N=C/c1ccc(O)cc1)c1ccc(COc2cc(Cl)ccc2Cl)o1	4.6	-27.5	1.8	-8.8	-195.4	0.5	1.02	-8.4
CCn1c(SCC(=O)NCCc2ccccc2)nc2sc3c(c2c1=O)CCN(C)C3	-3.5	-19.4	-35.1	4.5	-420.0	2.2	1.24	-8.0
CCOc1ccc(NC(=S)N(CCOC)C2CCN(C(C)C)CC2)cc1	10.0*	14.8	-0.7	11.0	14.1	3.2	1.13	1.9
O=C1CCN(S(=O)(=O)c2cc(C(F)(F)F)ccc2Cl)CC1	0.3	-7.9	1.5	-5.4	3.0	-1.4	0.952	-20.0

Not a retest: an excerpt of the list.
SMILES	NR3A LBD binder	SENP6 block	SENP1 inh	PfGluPho inh	SENP8 inh	MPTP inh	hIAP act	ATG4B inh
COc1ccc(NC(=O)CN(C)CC(=O)Nc2ccc(Cl)cc2[N+](=O)[O-])cc1	1.6	6.2	0.3	-13.3	5.9	0.7	1.32	-6.1
COc1ccc(Cc2nnc(N/N=C/c3ccc(O)cc3O)[nH]c2=O)cc1OC	-2.2	-13.4	-0.9	-22.8	12.6	1.1	1.81	-10.6
Cc1c2cccn2cc[n+]1C	-0.1	-7.4	-7.8	1.6	i	-1.5	1.14	-5.0
O=C(OC(C(=O)NC1CCCC1)c1ccncc1)C1=Cc2ccccc2OC1 (stereo not given)	-0.6	-12.1	1.9	-6.2	-55.4	-0.2	0.886	-3.0
COC(=O)[C@H](CCSC)NC(=O)NCCc1ccc(F)cc1	-0.8	-16.3	1.8	-17.4	2.4	1.6	1.09	6.5

Remaining list, next part:
SMILES	NR3A LBD binder	SENP6 block	SENP1 inh	PfGluPho inh	SENP8 inh	MPTP inh	hIAP act	ATG4B inh
CCCCC(NS(=O)(=O)c1ccc(OC)cc1)C(=O)O (stereo not given)	1.3	4.5	1.6	-8.7	20.7	1.5	0.901	-13.1
CS(=O)(=O)N1CCN(C2C3CC4CC(C3)CC2C4)CC1 (stereo not given)	-0.6	0.1	1.3	-4.7	11.8	0.1	1.09	-0.2
CC(C)(C)c1ccc(Cn2nnc3c(=O)[nH]c(C4CCCN(C(=O)Cc5cccs5)C4)nc32)cc1 (stereo not given)	-18.1	0.9	1.7	-14.8	1.5	-2.8	0.982	16.0
CCOC(=O)Cc1ccc(NC(=O)c2ccccc2Br)cc1	-1.2	3.9	2.4	-3.3	-1.5	-1.7	1.05	-4.1
Cc1cc(C)cc(N(C(=O)c2csnn2)C(C(=O)NC2CCCC2)c2ccccn2)c1 (stereo not given)	1.2	-21.9	1.5	0.6	14.1	0.6	0.999	-0.1
Cc1cc(C)c(S(=O)(=O)n2nc(C)c(Br)c2C)c(C)c1	1.3	-8.5	1.0	-1.2	5.3	-0.5	0.965	6.9
CCOC(=O)C1CCN(C(C(=O)NC2CCCC2)c2ccc(C)cc2)CC1 (stereo not given)	-0.9	4.0	-0.7	20.2	20.8	1.0	0.877	-4.1
COCCCNC(=O)C[C@H]1C[C@H](C(=O)N2CCOCC2)[C@@]2(C)c3[nH]c4cc(-c5ccco5)ccc4c3CCN2C1=O	0.2	/	-6.0	12.8	-328.0	-0.5	/	/
O=C(COc1cccc(NC(=O)c2ccco2)c1)c1ccc(F)cc1	1.4	5.1	2.4	7.9	32.5	1.4	1.07	0.6
Cc1ccc(C(=O)CSc2nc(C(C)C)nc3ccccc23)cc1	0.3	1.6	-21.9	4.9	10.6	0.4	0.891	5.5
COc1cccc(CNC(=O)CN(C)S(=O)(=O)c2ccc(Br)s2)c1	1.2	-1.7	-1.3	12.0	6.2	0.1	1.02	-6.1
O=C(c1ccc2[nH]c3c(c2c1)CCCC3)N1CCN(c2ccc(F)cc2)CC1	-18.1	14.9	-17.3	15.5	-1.4	-4.3	0.985	-15.7
CCO[C@H]1OC(C(=O)NCc2ccccc2)=C[C@@H](c2coc3ccccc3c2=O)[C@@H]1CCCO	6.5	-18.5	2.6	11.1	24.3	-0.5	0.985	-7.6
CC(=O)c1csc(-c2cccc(-c3nc4ccc(Cl)cn4c3NC3CCCCC3)c2)c1	-7.7	-12.0	-0.5	21.0	-56.4	1.9	0.988	7.7
N#CC(C(=O)c1ccc(S(=O)(=O)N2CCCCCC2)cc1)c1nc2ccccc2[nH]1 (stereo not given)	0.5	-10.7	-8.9	-19.8	-13.0	36.6	1.31	-8.2
O=C(Nc1ccc(F)cc1)C1CC(=O)n2c(nc3ccccc32)N1 (stereo not given)	-3.0	-12.1	3.6	3.1	0.6	0.6	1.62	-3.0
CC(c1nccs1)N(C)c1nc2nonc2nc1N(C)C (stereo not given)	-2.1	-9.6	-0.4	-14.8	20.4	0.0	0.986	-1.9
Cn1c2ccsc2c2ncn(Cc3ccccc3F)c(=O)c21	-12.2	7.5	-86.0	-4.7	-373.3	2.9	1.01	0.2
Cc1ccc(/C=N/NC(=O)c2cccs2)cc1[N+](=O)[O-]	0.1	34.9	2.7	2.7	9.8	0.2	0.92	-13.2
O=S(=O)(c1ccc(F)cc1)N1CCN(c2nc(-c3cccnc3)nc3ccccc23)CC1	-2.6	-5.4	-3.3	-12.1	-50.2	1.0	1.03	-13.7
COc1ccc(CNC(=O)/C=C/C(=O)O)cc1OC	-4.4	5.1	-0.3	5.2	22.0	-1.2	1.05	-1.4
O=C(N/N=C/c1cc([N+](=O)[O-])ccc1O)/C(=C\c1cccs1)NC(=O)c1ccccc1	-1.5	4.2	-57.9	-13.3	-56.4	12.0	1.06	-13.6
CCCCCC(=O)N1C[C@@H](n2cc(-c3ccc(F)cc3)nn2)[C@H](O)C[C@@H]1c1ccc(Cl)cc1	/	/	-1.1	29.7	2.8	0.9	/	/
O=C(NCC1CCCN(C(=O)Cc2ccccc2Cl)C1)c1ccc(F)cc1 (stereo not given)	2.0	-8.1	0.1	-11.8	20.7	-0.2	1.18	3.7
COc1ccc(CCNC(=O)CSc2nnc(CNC(=O)c3cccs3)o2)cc1OC	1.3	-12.1	2.3	-24.0	17.1	-4.0	0.86	-5.9
